VHR inh color: inhibitors of human VHR1 phosphatase (DUSP3); inhibition, % at 20 µM; P51452; recombinant VHR phosphatase, colorimetric substrate read-out; hit rate 0.7% among 50,000; in the data active = inhibition above about 60%; also: some results filed as inactive read as strong as hits
Target sequence (P51452 whole entry, looked up): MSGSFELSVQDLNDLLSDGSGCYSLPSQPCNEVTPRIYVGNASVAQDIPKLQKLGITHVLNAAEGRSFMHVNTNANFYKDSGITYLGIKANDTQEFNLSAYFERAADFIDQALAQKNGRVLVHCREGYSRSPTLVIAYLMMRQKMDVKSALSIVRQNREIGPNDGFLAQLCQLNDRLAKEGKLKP
Starred values were filed as active, the others as inactive.

SMILES | VHR inh color
CC1=C(C(=O)OC2CCC(C)CC2)C(c2ccccc2)NC(=O)N1 (stereo not drawn) | -5
CC(C)CC(=O)NC(NC(=O)CC(C)C)c1cccc([N+](=O)[O-])c1 | -11
Cc1ccc(C)n1-c1ccc(Br)cc1C(=O)O | -11
COc1cc(C2C(C(=O)OCc3ccccc3)=C(C)NC3=C2C(=O)CCC3)cc(Br)c1O (stereo not drawn) | -20
CC(C)COc1ccc(C(=O)Nc2cc(Cl)ccc2Cl)cc1 | 4
CCC(C(=O)NCc1ccco1)c1ccccc1 (stereo not drawn) | -12
Cc1cc([N+](=O)[O-])ccc1N1C(=O)c2ccccc2C1=O | -5
Fc1ccc(CNC(=S)Nc2ccc(Cl)cc2Cl)cc1 | 14
CC(C)(C)NC(=O)C(=O)N/N=C/c1ccc(Cl)cc1 | 5
O=C(/C=C/c1ccc([N+](=O)[O-])o1)c1ccc(-c2ccccc2)cc1 | 24

Exported as a markdown table: entries from further up.
| SMILES | VHR inh color |
| --- | --- |
| O=C(/C=C/c1ccc([N+](=O)[O-])o1)c1ccc(-c2ccccc2)cc1 | 24 |
| CC(C)(C)NC(=O)C(=O)N/N=C/c1ccc(Cl)cc1 | 5 |
| CC(C)COc1ccc(C(=O)Nc2cc(Cl)ccc2Cl)cc1 | 4 |

New compounds follow:
SMILES | VHR inh color
O=C(N=Nc1c(O)[nH]c2c(Br)cc(Br)cc12)c1ccco1 | -3
CCC(C(=O)Nc1cc(Cl)ccc1OC)c1ccccc1 (stereo not drawn) | -3
COc1cc(N(C)C)c([N+](=O)[O-])cc1C(=O)N1CC(C)NC(C)C1 (stereo not drawn) | -20
COC(=O)c1ccc(/C=N\N2CCN(c3ccccc3OC)CC2)cc1 | 12
CCN1C(=O)/C(=C\c2cccc(C)c2)SC1=S | -12
O=C(Nc1ccc(F)c([N+](=O)[O-])c1)c1cccc(OCc2ccccc2)c1 | -38
CCOc1cc(/C=C2\C(=O)NC(=O)N(c3ccc(Cl)cc3)C2=O)cc(Cl)c1OCC | -11
COC(=O)CC(C(=O)OC)C(CC(=O)OC)C(=O)OC (stereo not drawn) | -15
Cc1ccc(CC2C(=O)N(c3cccc(Cl)c3C)C(=O)C2C)cc1 (stereo not drawn) | -5
Oc1ccc(Br)cc1/C=N/Nc1cc(N2CCCC2)nc(N2CCCC2)n1 | -18
C=C(C)COc1cc(C)cc2oc(=O)c3c(c12)CCC3 | 8
O=C(COc1ccc(Cl)cc1Cl)NCc1ccccn1 | -10
COc1cc(OC)cc(C(=O)Nc2ccc([N+](=O)[O-])cn2)c1 | -4
CCOC(=O)COc1ccc(/C=C(/C#N)C(=O)Nc2cccc(Br)c2)cc1 | 5
COc1cc(C(=O)N2CCN(Cc3ccccc3)CC2)c([N+](=O)[O-])cc1OC | -20
CCCOc1c(Cl)cc(/C=C2/SC(=S)NC2=O)cc1OC | 12
Cc1ccc(N2CCN(/N=C\c3ccncc3)CC2)cc1 | 8
COc1cc(OC)c(NC(=O)c2cccc(F)c2)cc1Cl | 18
COC(=O)c1cc(NC(=O)C2CCCC2)cc(C(=O)OC)c1 | -31
COc1ccc(C(=O)NNC(=O)c2cccc(C)c2)c(OC)c1 | 4
O=C1NC(=S)NC(=O)C1=Cc1ccc(-c2ccc([N+](=O)[O-])cc2Br)o1 | 64*
CCOC(=O)C1=C(c2ccccc2)N=C2SCC(=O)N2C1c1ccccc1OC (stereo not drawn) | -11
O=C(NCCC(c1ccccc1)c1ccccc1)c1cc2ccccc2oc1=O | 11
O=C(NC1CCCCCC1)c1cccc(Cl)c1 | -15
CN(C)CCNC(=O)c1ccc(F)cc1 | -10
CCSC1C(C)=C(C)C(=O)N1C(C)(C)c1cc(Cl)cc(Cl)c1 (stereo not drawn) | -8
CC(=O)OCCCNC(=O)/C(=C\c1ccc2c(c1)OCO2)NC(=O)c1ccco1 | 1
O=C1NC(=O)/C(=C/c2cc(Cl)ccc2O)N1 | -30
COc1cc(/C=C2\C(=O)NC(=S)N(c3ccc(Br)cc3)C2=O)ccc1OCC(=O)O | 70
O=C(CSc1nnnn1-c1ccccc1)Nc1cc2c(cc1Br)OCCO2 | -28
Cc1ccc(Cl)cc1NC(=O)C(=O)NCc1ccco1 | 0
O=C(CSC(=S)N1CCSCC1)c1ccc([N+](=O)[O-])cc1 | 8
Cc1ccc(N(CN2C(=O)c3ccccc3C2=O)C(=O)c2ccccc2)cc1 | 10
O=C(NC(=S)Nc1ccc(Cl)c(-c2nc3ccccc3s2)c1)c1ccco1 | 1
COC(=O)C1=C(C)N(c2ccc(Cl)cc2)C(=O)/C1=C\c1ccco1 | 4
O=C(CSCc1cccc(Br)c1)N=Nc1c(O)[nH]c2ccccc12 | 1
COc1cccc(NC(=O)C2C(c3ccccc3)=C2c2ccccc2)c1 | -12
Cc1ccc(COc2c(Br)cc(/C=C(\C#N)c3nn(-c4ccccc4)c(N)c3C#N)cc2Br)cc1 | 7
Cc1ccccc1NC(=O)c1c(NC(=S)Nc2ccccc2)sc2c1CCCCC2 | 41
CCOc1cc(C(=O)Nc2sc(C(=O)N(CC)CC)c(C)c2C(=O)OC(C)C)cc(OCC)c1OCC | -8
Cc1cc(=O)[nH]c(SCCOc2ccccc2C)n1 | 6
CCC(=O)N1CCN(c2cc(N3CCCCC3)c(F)cc2[N+](=O)[O-])CC1 | 4
CCOc1ccc(C(=O)N2CCN(c3ccc([N+](=O)[O-])cc3Cl)CC2)cc1 | -7
O=C(NCC1CCCO1)NC1CCCCC1 (stereo not drawn) | 2
O=C1CC(Cc2ccc(Cl)cc2)C(=O)N1c1ccc(Cl)c(Cl)c1 (stereo not drawn) | 1
c1ccc(Oc2cccc(OCCCCCCN3CCOCC3)c2)cc1 | -6
COc1cc(C(=O)Nc2ccc(N3C(=O)c4ccc(Cl)cc4C3=O)c(C)c2)cc(OC)c1OC | -1
COc1ccccc1-n1c(/C=C/c2cccnc2)nc2ccccc2c1=O | -12
Cc1ccc(C2=C/C(=C\c3ccc(-c4ccccc4C(=O)O)o3)C(=O)O2)cc1 | 5
O=S(=O)(c1ccccc1)N1CCN(Cc2ccccc2F)CC1 | 4
New compounds follow:
SMILES | VHR inh color
c1cc(CSc2nc3ccccc3o2)nc(CSc2nc3ccccc3o2)c1 | 14
COc1ccc(NC(=O)/C=C/c2ccccc2Cl)c(OC)c1 | -6
CCc1ccc(/C=C2\C(=O)N(c3ccc(Cl)c(C(=O)O)c3)N=C2C)cc1 | 1
O=C(Nc1ccc(-c2nc3ccccc3[nH]2)cc1)c1ccc(F)cc1 | -52
CCCCn1c(=N)n(CC(=O)c2cccs2)c2ccccc21 | -13
O=C(Nc1cccc(O)c1)c1cc2nc(-c3ccc(F)cc3)cc(C(F)(F)F)n2n1 | 5
O=C1c2cccc3cccc(c23)C(=O)N1CCCN1CCCCC1 | -6
O=C(O)CSc1nncc2ccccc12 | -13
N/N=C1\CCCc2c1[nH]c1ccc(C3CCCCC3)cc21 | -16
CCOC(=O)c1c(C)[nH]c(C)c1-c1ccccc1Cl | -13
OC1CC(c2ccccc2)NC2(CCCCC2)C1 (stereo not drawn) | -8
CCCCN(CCCC)C(=O)c1ccc(Cl)cc1Cl | -23
CCOC(=O)c1ccc(NS(=O)(=O)c2cc(C(=O)Nc3ccccc3)ccc2C)cc1 | -6
Clc1ccc(-c2nc(Cc3ccccc3Cl)no2)cc1 | 7
COC(=O)C1(C(=O)OC)C(C)C1(C(=O)OC)C(=O)OC | -1
Clc1ccc(-c2noc(C(c3ccccc3)c3ccccc3)n2)cc1 | -1
COC(=O)c1ccc(C(=O)OC)c(NC(=O)c2cccc(OC)c2)c1 | -2
O=C1c2ccccc2C(=O)N1CCCc1nc2ccccc2c(=O)n1-c1ccncc1 | -14
O=C(Nc1ccccc1C(F)(F)F)c1ccc(OC2CSC2)cc1 | 1
COC(=O)c1sccc1NS(=O)(=O)c1ccc(OC)cc1 | -36

Quoted at random: 4 records from the list.
SMILES | VHR inh color
Clc1ccc(-c2nc(Cc3ccccc3Cl)no2)cc1 | 7
COC(=O)c1ccc(C(=O)OC)c(NC(=O)c2cccc(OC)c2)c1 | -2
Clc1ccc(-c2noc(C(c3ccccc3)c3ccccc3)n2)cc1 | -1
O=C(Nc1ccccc1C(F)(F)F)c1ccc(OC2CSC2)cc1 | 1

Remaining list, next part.
SMILES | VHR inh color
CC(C)c1ccc(/C=C2/SC(=S)N(CN3CCOCC3)C2=O)cc1 | 14
CCOc1ccc(C2=C/C(=C/c3ccc(N(C)C)cc3)C(=O)O2)cc1 | 3
COc1ccc(C(=O)Nc2cc(C)cc(C)c2)c(OC)c1 | 6
O=C(Nc1ccc([N+](=O)[O-])cc1Br)c1ccc(Br)o1 | -16
Cc1ccc(N2C(=O)c3ccc(C(=O)Nc4ccc5c(c4)OCO5)cc3C2=O)cc1C | -11
C=CCc1ccccc1OCCOc1c(Br)cc(C=C2C(=O)NC(=S)NC2=O)cc1OC | 8
COc1cccc(OCCn2cc(/C=N/n3cnnc3)c3ccccc32)c1 | -13
CCOC(=O)C1=C(C)NC(=O)N(C(C)=O)C1c1cccc([N+](=O)[O-])c1 (stereo not drawn) | 3
C=CC[n+]1c(/C=C/c2ccc(N(C)C)cc2)ccc2ccccc21 | -6
CCN1C(=O)/C(=C\c2cc(Cl)c(O)c(Cl)c2)SC1=S | -17
O=C(NCCc1cccc(Cl)c1)c1cccnc1 | 0
O=C(N/N=C/c1cc(Br)ccc1OCc1ccccc1)C(O)(c1ccccc1)c1ccccc1 | 8
COc1ccc(C2C3=C(CC(C)(C)CC3=O)Nc3nc(SC)[nH]c(=O)c32)cc1 (stereo not drawn) | -8
COC(=O)C1=C(O)/C(=C\c2cccc(Cl)c2)N=C1C | 0
CC1=C(C#N)C(c2ccccc2F)C2=C(CCCC2=O)N1 (stereo not drawn) | -56
CC(C(=O)Nc1ccc(I)cc1)N1C(=O)c2ccccc2C1=O (stereo not drawn) | -6
O=C1c2ccccc2C(=O)N1CCCc1nc2ccccc2c(=O)n1Cc1ccco1 | 10
O=CNC(Nc1ccc(Cl)cc1Cl)C(Cl)(Cl)Cl (stereo not drawn) | -13
CC(C)C(=O)Nc1nnc(Cc2nnc(NC(=O)C(C)C)s2)s1 | -7
FC(F)(F)c1ccccc1CN1CCN(C2CCCC2)CC1 | -21
CCCCCCCCS(=O)(=O)c1sc2nc(C)cc(C)c2c1N | 12
Fc1ccc(OCCN2CCCCC2)cc1 | -28
NC(=O)NC(Cc1ccccc1)Cc1ccccc1 | 1
O=C(NCCOc1cccc2ccccc12)Nc1cccc2ccccc12 | 20
CC(=O)Oc1cccc(C(=O)Nc2cccc(C(=O)c3cccc(C)c3C)c2)c1 | -7
CCOc1ccc(CN2CCN(S(C)(=O)=O)CC2)cc1 | -4
COc1ccccc1-c1coc2cc(OC(=O)c3cccc(Cl)c3)ccc2c1=O | 6
Clc1ccccc1-c1noc(COc2ccc(Br)cc2)n1 | 0
Cc1cccnc1NC(=O)Nc1cccc(F)c1 | -10
O=C(NCc1ccccc1)C(=O)NCc1ccncc1 | -6
CC(=O)Oc1ccc(N2C(=O)c3ccc(C(=O)c4cccc([N+](=O)[O-])c4)cc3C2=O)cc1 | -5
CCC1(C)Cc2c(sc3[nH]c(=S)n(-c4ccccc4)c(=O)c23)CO1 (stereo not drawn) | -11
CCc1cc(=O)oc2cc(OCc3ccc(C)cc3)ccc12 | -14
CCOC(=O)c1sc(NC(=O)CN2CCOCC2)c(C(=O)OCC)c1C | -9
O=C(Nc1ccccc1I)c1ncn[nH]1 | -26
COc1ccc(C(=O)Nc2ccccc2C(=O)NC(Cc2c[nH]c3ccccc23)C(=O)O)cc1 (stereo not drawn) | 0
CCOc1ccccc1NC(=O)CN(c1cccc(OC)c1)S(=O)(=O)c1ccccc1 | -30
CCN1C(=O)/C(=C\c2cc(Br)c(OCc3ccccc3F)c(OC)c2)SC1=S | -14
Nc1nc(/C=C/c2cccc([N+](=O)[O-])c2)cc(/C=C/c2cccc([N+](=O)[O-])c2)n1 | -1
O=c1c(Cc2ccccc2)c(O)nc2n1CCS2 | -5
O=C(Nc1ccc2c(c1)oc1ccccc12)c1ccc(Cl)cc1Cl | -4
CN1C(=O)C(=Cc2ccc(O)c(Cl)c2)C(=O)N(C)C1=O | -13
CCNC(=O)c1c(N)sc2c1CCCCC2 | 46
COc1cccc(-n2c(O)c(C=Nc3cccc(Cl)c3)c(=O)[nH]c2=O)c1 | 5
CC12C=CC(C)(O1)C1C(=O)N(c3ccc(Br)cc3)C(=O)C12 (stereo not drawn) | 9
O=C(NCC1(c2ccccc2)CCCC1)c1ccccc1 | -12
COc1ccc(NC(=O)Cc2ccc(Br)cc2)c(OC)c1 | 26
O=C(CCNc1ccc(F)cc1)c1ccc(Cl)c(Cl)c1 | 15
O=C(COc1ccc2ccccc2c1)N/N=C/c1ccccc1[N+](=O)[O-] | -16
CCN(CC)C(=O)c1ccc(NC(=O)C(F)(F)F)cc1 | 2

Structures from the list above that contain a thiophene ring, fused or not, in the order listed:
SMILES | VHR inh color
Cc1ccccc1NC(=O)c1c(NC(=S)Nc2ccccc2)sc2c1CCCCC2 | 41
CCOc1cc(C(=O)Nc2sc(C(=O)N(CC)CC)c(C)c2C(=O)OC(C)C)cc(OCC)c1OCC | -8
CCCCn1c(=N)n(CC(=O)c2cccs2)c2ccccc21 | -13
COC(=O)c1sccc1NS(=O)(=O)c1ccc(OC)cc1 | -36
CCCCCCCCS(=O)(=O)c1sc2nc(C)cc(C)c2c1N | 12
CCC1(C)Cc2c(sc3[nH]c(=S)n(-c4ccccc4)c(=O)c23)CO1 (stereo not drawn) | -11
CCOC(=O)c1sc(NC(=O)CN2CCOCC2)c(C(=O)OCC)c1C | -9
CCNC(=O)c1c(N)sc2c1CCCCC2 | 46

(list continues)
SMILES | VHR inh color
COc1ccccc1NC(=O)CC1S/C(=N\N=C(/C)c2cccc(NC(C)=O)c2)NC1=O (stereo not drawn) | 5
C=CCNC(=O)c1ccc(OCc2ccccc2)cc1 | 22
COC(=O)c1ccc(C(=O)Nc2cc(Cl)ccc2Cl)cc1NC(=O)C(C)Oc1ccccc1 (stereo not drawn) | -24
CC(=O)Nc1cccc(NS(=O)(=O)c2ccccc2)c1 | -9
CCNC(=NCCc1ccc(OC)c(OC)c1)SC1CC(=O)N(c2ccccc2F)C1=O (stereo not drawn) | -9
O=C1NC(=S)NC(=O)C1=Cc1ccccc1OCc1ccccc1Cl | 0
OCC1(CO)COC2(CCN(Cc3ccccc3)CC2)N1 | 8

Screens deposited in PubChem BioAssay by Sanford-Burnham Center for Chemical Genomics.

An excerpt; rates above refer to the full screens.
